Screens as filed in PubChem.
MEKK2 mut-MEK5 = signal of MEK5 binding to mutant human MEKK2 PB1 domain. percent response, % at 10 µM. 290,000 tested, 0.35% active. bead flow cytometry, Alexa488-MEK5 binding to MEKK2 mutant; in the data active means percent response above about 24%, passing the limit was not always enough; further: inactives centre near 1; some results filed as inactive read as strong as hits; reference of the scale not given here
NALP1 inh = blocks the NALP1 inflammasome reconstituted in yeast; S. cerevisiae NALP1/ASC/caspase-1 growth, X-gal OD620, 72 h; inhibition, % at 10 µM; 280,000 tested, 0.61% active; AID 2071; in the data active means inhibition mostly above about 24%, no sharp cut-off; inactive means mostly below about 32%; further: some compounds called inactive have numbers as strong as hits
OXTR ag = agonists of human oxytocin receptor | P30559 | CHO-OTR cells, Fluo-8 calcium fluorescence; normalized: DMSO 0%, oxytocin 100% | activation, % at 3 µM | 320,000 tested, 0.32% active | AID 2435;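 active means activation above the mean of all tested compounds plus 3 SD, cutoff set per screening run, cut at about 20% in these data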;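 further: peak over basal fluorescence ratio from a 100 s FLIPR kinetic read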
PHOSPHO1 block = inhibitors of human PHOSPHO1 phosphatase | Q8TCT1 | recombinant PHOSPHO1, absorbance phosphatase assay | inhibition, % at 13.3 µM | 290,000 tested, 1.1% active | AID 1565; in the data active means inhibition above about 60%
V1aR counter = V1a receptor agonism, counter-screen for OXTR agonists; CHO-V1R cells, Fluo-8 calcium fluorescence, agonist mode; 0% DMSO, 100% 3 nM vasopressin; activation, % at 3 µM; 320,000 tested, 0.25% active;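 active means activation above the mean activation of all tested compounds plus 3 SD, per screening run, cut at about 20% in these data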;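 further: signal is peak over basal fluorescence ratio across a 100 second FLIPR read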
Target sequence (P37288 whole entry, looked up): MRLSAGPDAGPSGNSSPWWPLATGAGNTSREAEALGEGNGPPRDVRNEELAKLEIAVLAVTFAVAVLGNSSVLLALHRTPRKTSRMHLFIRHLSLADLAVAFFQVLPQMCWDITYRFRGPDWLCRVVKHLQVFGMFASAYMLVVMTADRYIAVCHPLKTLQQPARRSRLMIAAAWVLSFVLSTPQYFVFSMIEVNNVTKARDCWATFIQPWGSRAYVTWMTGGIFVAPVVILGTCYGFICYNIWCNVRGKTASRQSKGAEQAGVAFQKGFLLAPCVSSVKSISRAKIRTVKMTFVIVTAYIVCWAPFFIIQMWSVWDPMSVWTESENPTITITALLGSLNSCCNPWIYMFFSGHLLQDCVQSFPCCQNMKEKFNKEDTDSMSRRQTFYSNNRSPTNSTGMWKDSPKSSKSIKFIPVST
GalR3 antagonist = blocks the human galanin receptor 3; 360,000 tested, 0.44% active; O60755; HEK293 GalR3-CNG cAMP membrane potential fluorescence; galR3 body fused to GalR1 C-terminus; AID 651719; inhibition, % at 3 µM;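 active means inhibition above the screen-wide average plus 3 SD, cut at about 13% in these data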;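 further: forskolin and galanin both at EC90 stimulate the cells; cAMP rise reported by CNG channel membrane potential dye signal; 0% = forskolin plus galanin with DMSO and 100% = forskolin alone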
Target sequence (O60755 1-299 limits assumed): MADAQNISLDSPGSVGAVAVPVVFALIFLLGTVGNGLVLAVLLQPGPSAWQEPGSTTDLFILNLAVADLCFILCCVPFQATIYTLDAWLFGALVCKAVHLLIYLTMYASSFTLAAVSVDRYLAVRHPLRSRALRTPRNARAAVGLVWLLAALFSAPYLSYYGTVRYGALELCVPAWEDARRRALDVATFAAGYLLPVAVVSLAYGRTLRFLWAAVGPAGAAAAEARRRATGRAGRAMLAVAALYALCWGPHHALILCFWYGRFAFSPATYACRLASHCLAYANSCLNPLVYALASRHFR
MEKK3 PB1 HTS = raises or lowers MEK5 binding to the human MEKK3 PB1 domain. binding response (% of control), % at 10 µM. 290,000 tested, 1.4% active. bead-based flow cytometry, Alexa488-MEK5 binding to MEKK3; actives lie on both sides; 0 = blocked by unlabeled MEK5, 100 = vehicle. Q99759;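 active means binding response more than 3 SD above or below the average of its plate-row segment, actives on both sides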;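 further: Alexa488 bead fluorescence after subtracting the streptavidin-only scavenger bead signal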
GPR7 antagonist = blocks human GPR7 receptor signaling. P48145. GPR7-expressing cells, fluorescence antagonist assay. inhibition, % at 4.4 µM. 290,000 tested, 1.1% active. AID 1861; in the data active means inhibition above about 16%, passing the limit was not always enough;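 further: cells stimulated with the agonist NPW; 0% = agonist with vehicle and 100% = vehicle without agonist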
Target sequence (P48145 whole entry, looked up): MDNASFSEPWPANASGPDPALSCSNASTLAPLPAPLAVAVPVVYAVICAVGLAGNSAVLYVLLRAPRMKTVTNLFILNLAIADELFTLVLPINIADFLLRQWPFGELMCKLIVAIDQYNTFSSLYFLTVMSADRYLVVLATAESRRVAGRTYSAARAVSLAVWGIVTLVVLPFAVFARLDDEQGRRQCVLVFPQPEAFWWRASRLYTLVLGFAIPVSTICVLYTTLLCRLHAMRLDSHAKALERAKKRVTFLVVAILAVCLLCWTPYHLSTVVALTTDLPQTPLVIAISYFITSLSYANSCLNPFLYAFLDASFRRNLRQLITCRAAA
MEKK2 WT-MEK5 = raises or lowers MEK5 binding to wildtype human MEKK2 PB1 domain. 290,000 tested, 1.1% active. binding response (% of control), % at 10 µM. AID 1531. Q9Y2U5. bead flow cytometry, Alexa488-MEK5 binding to MEKK2 WT; actives lie on both sides; in the data active means binding response below about 67% or above about 130%
Active calls of the source: *.

Cc1ccc(OCCNC(=O)c2cncc(Br)c2)cc1C was read as MEKK2 mut-MEK5 7, NALP1 inh -5, OXTR ag -0.1, PHOSPHO1 block -16, V1aR counter 2.5, GalR3 antagonist -1, MEKK3 PB1 HTS 100, GPR7 antagonist -3 and MEKK2 WT-MEK5 100.
COc1ccc(CCCc2nnc(SCc3nc4ccccc4c(=O)[nH]3)n2C)cc1 was read as MEKK2 mut-MEK5 -1, NALP1 inh -6, OXTR ag -0.7, PHOSPHO1 block -16, V1aR counter -0.8, GalR3 antagonist -6, MEKK3 PB1 HTS 104, GPR7 antagonist -7 and MEKK2 WT-MEK5 103.
Screening S=C(Nc1ccccc1)N1CCc2ccccc21 returned MEKK2 mut-MEK5 1, NALP1 inh 22, OXTR ag -0.4, PHOSPHO1 block 55, V1aR counter 1.3, GalR3 antagonist -1, MEKK3 PB1 HTS 102, GPR7 antagonist 13 and MEKK2 WT-MEK5 103.
Screening CCc1cccc(NC(=O)CN(C)S(=O)(=O)c2cccc3cccnc23)c1 returned MEKK2 mut-MEK5 -11, OXTR ag -0.2, PHOSPHO1 block 13, V1aR counter 1.9, GalR3 antagonist -2, MEKK3 PB1 HTS 96, GPR7 antagonist -3 and MEKK2 WT-MEK5 96.
Screening COC(=O)C1Cc2c([nH]c3ccccc23)C(C(C)C)N1 (configuration not stated) returned MEKK2 mut-MEK5 13, NALP1 inh 16, OXTR ag -2.2, PHOSPHO1 block 33, V1aR counter -0.7, GalR3 antagonist -11, MEKK3 PB1 HTS 108, GPR7 antagonist -9 and MEKK2 WT-MEK5 114.
Screening CCOc1ccc(-c2nc(CN3CCCCC3CCn3cccn3)c(C)o2)cc1 (configuration not stated) returned MEKK2 mut-MEK5 -1, OXTR ag 0.9, PHOSPHO1 block 22, V1aR counter -1.9, GalR3 antagonist -3, MEKK3 PB1 HTS 103, GPR7 antagonist -13 and MEKK2 WT-MEK5 104.
Screening O=C(O)CCCC(=O)Nc1ccc(N=Nc2ccccc2)cc1 returned MEKK2 mut-MEK5 -12, NALP1 inh 11, OXTR ag 0.1, PHOSPHO1 block -23, V1aR counter 0.6, GalR3 antagonist -5, MEKK3 PB1 HTS 92, GPR7 antagonist -15 and MEKK2 WT-MEK5 81.
O=C(Nc1cccc(Cl)c1)C1CCN(C(=O)c2cccs2)CC1 was read as MEKK2 mut-MEK5 -4, NALP1 inh 18, OXTR ag 3.2, PHOSPHO1 block 14, V1aR counter 2.0, GalR3 antagonist -4, MEKK3 PB1 HTS 100, GPR7 antagonist -8 and MEKK2 WT-MEK5 94.
Nc1nnc(CCOc2ccc(Cl)cc2)s1 was read as MEKK2 mut-MEK5 1, NALP1 inh -33, OXTR ag 1.1, PHOSPHO1 block -29, V1aR counter 0.7, GalR3 antagonist -9, MEKK3 PB1 HTS 99, GPR7 antagonist -10 and MEKK2 WT-MEK5 102.
`CCN1CCN(Cc2c(O)ccc3c2O/C(=C\c2ccc(C)cc2)C3=O)CC1` gave NALP1 inh 2, OXTR ag 1.6, PHOSPHO1 block -10, V1aR counter 0.8, GalR3 antagonist -5 and GPR7 antagonist 9.
`CSc1nc(-c2ccc(Cl)cc2Cl)[nH]c(=O)c1C#N` gave MEKK2 mut-MEK5 -2, NALP1 inh 17, OXTR ag -2.0, PHOSPHO1 block 3, V1aR counter -0.3, GalR3 antagonist -2, MEKK3 PB1 HTS 93, GPR7 antagonist -5 and MEKK2 WT-MEK5 93.
For O=C(CC1C(=O)NCCN1CC1CCCCC1)NCc1ccc(F)cc1 (configuration not stated) the results were MEKK2 mut-MEK5 -2, NALP1 inh -5, OXTR ag -1.9, PHOSPHO1 block 21, V1aR counter -1.6, GalR3 antagonist -4, MEKK3 PB1 HTS 99, GPR7 antagonist -1 and MEKK2 WT-MEK5 113.
For O=C(Cc1ccccc1Cl)Nc1ccc(S(=O)(=O)Nc2nccs2)cc1 the results were MEKK2 mut-MEK5 6, NALP1 inh -4, OXTR ag 0.1, PHOSPHO1 block 29, V1aR counter 1.6, GalR3 antagonist -2, MEKK3 PB1 HTS 101, GPR7 antagonist -4 and MEKK2 WT-MEK5 104.
For Cc1ccnc(NC(=O)C2CCC(CNc3c(N4CCCC4)c(=O)c3=O)CC2)c1 (configuration not stated) the results were MEKK2 mut-MEK5 4, NALP1 inh 14, OXTR ag -0.1, PHOSPHO1 block 10, V1aR counter -0.9, GalR3 antagonist -2, MEKK3 PB1 HTS 97, GPR7 antagonist -19 and MEKK2 WT-MEK5 98.
For CCn1c(C(C)NC(C)=O)nc2ccccc21 (configuration not stated) the results were MEKK2 mut-MEK5 7, NALP1 inh -5, OXTR ag -0.4, PHOSPHO1 block 11, V1aR counter -1.4, MEKK3 PB1 HTS 105, GPR7 antagonist 2 and MEKK2 WT-MEK5 108.
O=C(CCCn1cc([N+](=O)[O-])cn1)NCc1ccccc1 was read as MEKK2 mut-MEK5 6, NALP1 inh -3, OXTR ag 0.3, PHOSPHO1 block 28, V1aR counter 0.4, GalR3 antagonist 2, MEKK3 PB1 HTS 103, GPR7 antagonist -16 and MEKK2 WT-MEK5 101.
For Cn1c(CNc2ccc(Cl)cc2)nc2ccccc21 the results were MEKK2 mut-MEK5 10, NALP1 inh 16, OXTR ag 4.1, PHOSPHO1 block 0, V1aR counter 2.0, GalR3 antagonist 2, MEKK3 PB1 HTS 106, GPR7 antagonist -20 and MEKK2 WT-MEK5 105.
`Cc1nn(C)c(C)c1/C=C/C(=O)O` gave MEKK2 mut-MEK5 -12, NALP1 inh 19, OXTR ag -1.2, PHOSPHO1 block 20, V1aR counter 1.1, GalR3 antagonist -4, MEKK3 PB1 HTS 99, GPR7 antagonist -20 and MEKK2 WT-MEK5 87.
Cc1cccc(Oc2coc3cc(OC(=O)c4cccs4)ccc3c2=O)c1 was read as MEKK2 mut-MEK5 1, NALP1 inh 10, OXTR ag -2.0, PHOSPHO1 block 12, V1aR counter -0.5, GalR3 antagonist 0, MEKK3 PB1 HTS 105, GPR7 antagonist 12 and MEKK2 WT-MEK5 102.
`COc1ccc(N2CC(C(=O)OCC(=O)NCc3ccccc3)CC2=O)cc1` (configuration not stated) gave MEKK2 mut-MEK5 -3, NALP1 inh 1, OXTR ag -0.6, PHOSPHO1 block 24, V1aR counter 0.0, GalR3 antagonist -7, MEKK3 PB1 HTS 100, GPR7 antagonist 2 and MEKK2 WT-MEK5 99.
`COc1ccc(Br)cc1/C=N/N1CCN(Cc2ccccc2)CC1` gave MEKK2 mut-MEK5 -6, NALP1 inh 5, OXTR ag -1.3, PHOSPHO1 block 15, V1aR counter -1.6, GalR3 antagonist 1, MEKK3 PB1 HTS 91, GPR7 antagonist -19 and MEKK2 WT-MEK5 100.
`CCOC(=O)C1CCN(C(=S)NC2CC3C=CC2C3)CC1` (configuration not stated) gave MEKK2 mut-MEK5 -24, NALP1 inh 17, OXTR ag 2.0, PHOSPHO1 block 30, V1aR counter 3.1, GalR3 antagonist -2, MEKK3 PB1 HTS 89, GPR7 antagonist -2 and MEKK2 WT-MEK5 88.
COc1cc(/C=N/NC(=O)c2ccc3c(c2)OCCO3)c(Br)c(Br)c1O was read as MEKK2 mut-MEK5 4, NALP1 inh 27, OXTR ag 5.5, PHOSPHO1 block 24, V1aR counter 0.7, GalR3 antagonist -1, MEKK3 PB1 HTS 103, GPR7 antagonist -1 and MEKK2 WT-MEK5 109.
CCCCN1Cc2cc(C(=O)c3cc(F)ccc3O)cnc2NC1=O was read as MEKK2 mut-MEK5 5, NALP1 inh -5, OXTR ag 0.3, PHOSPHO1 block 7, V1aR counter 0.0, GalR3 antagonist 3, MEKK3 PB1 HTS 102, GPR7 antagonist -15 and MEKK2 WT-MEK5 100.
O=C(NC1(C(F)(F)F)NC(=O)N(c2ccccc2F)C1=O)c1ccncc1 (configuration not stated) was read as MEKK2 mut-MEK5 -1, NALP1 inh 13, OXTR ag 0.7, PHOSPHO1 block 0, V1aR counter 0.5, GalR3 antagonist -2, MEKK3 PB1 HTS 103, GPR7 antagonist -4 and MEKK2 WT-MEK5 111.
For CCC1CN(C(=O)N2CCC(C(=O)NCc3ccccc3OC)CC2)c2cc(C)ccc2O1 (configuration not stated) the results were MEKK2 mut-MEK5 1, NALP1 inh -8, OXTR ag 2.8, PHOSPHO1 block 33, V1aR counter 4.3, GalR3 antagonist -8, MEKK3 PB1 HTS 97, GPR7 antagonist -3 and MEKK2 WT-MEK5 102.
`N#CC1=C(Nc2ccccc2Cl)SC(c2ccccc2O)NC1=O` (configuration not stated) gave MEKK2 mut-MEK5 2, NALP1 inh 18, OXTR ag 1.7, PHOSPHO1 block 6, V1aR counter -0.3, GalR3 antagonist -11, MEKK3 PB1 HTS 100, GPR7 antagonist 3 and MEKK2 WT-MEK5 95.
`COc1ccc(NC(=O)C(=O)NCC(=O)Nc2cccc(C(F)(F)F)c2)cc1` gave MEKK2 mut-MEK5 2, NALP1 inh 4, OXTR ag 1.5, PHOSPHO1 block -51, V1aR counter -0.6, GalR3 antagonist -1, MEKK3 PB1 HTS 104, GPR7 antagonist 8 and MEKK2 WT-MEK5 100.
For Cn1c(=O)oc2cc(S(=O)(=O)NCc3ccccn3)ccc21 the results were MEKK2 mut-MEK5 3, NALP1 inh -17, OXTR ag -0.8, PHOSPHO1 block 3, V1aR counter 0.0, MEKK3 PB1 HTS 101, GPR7 antagonist -2 and MEKK2 WT-MEK5 99.
Nc1nc(-c2ccco2)c(-c2ccco2)s1 was read as MEKK2 mut-MEK5 -4, NALP1 inh -15, OXTR ag 0.0, PHOSPHO1 block 88*, V1aR counter 0.5, GalR3 antagonist -3, MEKK3 PB1 HTS 94, GPR7 antagonist -15 and MEKK2 WT-MEK5 93.
For CCn1c(CCc2ccccc2)n[nH]c1=S the results were MEKK2 mut-MEK5 -8, NALP1 inh 8, OXTR ag 0.3, PHOSPHO1 block -9, V1aR counter 0.2, GalR3 antagonist 7, MEKK3 PB1 HTS 101, GPR7 antagonist -9 and MEKK2 WT-MEK5 99.
Cc1ccc(C2C(C#N)=C(N)Oc3n[nH]c(-c4cccs4)c32)s1 (configuration not stated) was read as MEKK2 mut-MEK5 0, NALP1 inh 4, OXTR ag -0.6, PHOSPHO1 block 51, V1aR counter -0.3, GalR3 antagonist -5, MEKK3 PB1 HTS 102, GPR7 antagonist -11 and MEKK2 WT-MEK5 99.
Screening COC(=O)c1ccc(/C=N/N2CCN(Cc3ccccc3)CC2)cc1 returned MEKK2 mut-MEK5 -7, OXTR ag -1.3, PHOSPHO1 block 5, V1aR counter -0.8, GalR3 antagonist -3, MEKK3 PB1 HTS 96, GPR7 antagonist 0 and MEKK2 WT-MEK5 95.
COc1ccc(CN2CCNC(=O)C2CC(=O)N(C)Cc2nccn2C)cc1OC (configuration not stated) was read as MEKK2 mut-MEK5 8, NALP1 inh -14, OXTR ag -0.1, PHOSPHO1 block 37, V1aR counter 1.2, GalR3 antagonist -4, MEKK3 PB1 HTS 106, GPR7 antagonist -13 and MEKK2 WT-MEK5 107.

Among those listed so far, these have a CF3 group:
O=C(NC1(C(F)(F)F)NC(=O)N(c2ccccc2F)C1=O)c1ccncc1 (configuration not stated) was read as MEKK2 mut-MEK5 -1, NALP1 inh 13, OXTR ag 0.7, PHOSPHO1 block 0, V1aR counter 0.5, GalR3 antagonist -2, MEKK3 PB1 HTS 103, GPR7 antagonist -4 and MEKK2 WT-MEK5 111.
`COc1ccc(NC(=O)C(=O)NCC(=O)Nc2cccc(C(F)(F)F)c2)cc1` gave MEKK2 mut-MEK5 2, NALP1 inh 4, OXTR ag 1.5, PHOSPHO1 block -51, V1aR counter -0.6, GalR3 antagonist -1, MEKK3 PB1 HTS 104, GPR7 antagonist 8 and MEKK2 WT-MEK5 100.
